From PubChem BioAssay
HEK293 tox = cytotoxicity in counter-screen for GLP-1R inverse agonists | 410,000 tested, 0.13% active | HEK293 cAMP-luciferase reporter cells, luminescence, 24 h | Potency, µM (doses to about 38.3 µM), without a hit: at the top dose activity change, negative = inhibition, most hits filed as inhibitors | AID 624418;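 also: loss of luciferase light is scored as toxicity; % is scaled to controls: 0 for no effect and ±100 for the full control effect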
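A 23 nL compound transfer followed 12 hours of cell culture at 37 deg C; exposure then lasted 24 hr. Luciferase assay detection reagent was dispensed and plates read for luminescence after a 12 min room-temperature wait.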
GLP-1R inv ag = acts as inverse agonist at human GLP-1 receptor; HEK293 GLP-1R CRE-luciferase, luminescence, 24 h; GLP-1R form is constitutively active; Potency, µM (titrated, usually from 38.3 µM), inactives show at the top dose activity change, negative = inhibition, most hits filed as inhibitors; 410,000 tested, 1.6% active; AID 624417; also: % is scaled to controls: 0 for no effect and ±100 for the full control effect; nearly all actives have a fitted effect of over 55% in size
Target sequence (P43220 whole entry, looked up): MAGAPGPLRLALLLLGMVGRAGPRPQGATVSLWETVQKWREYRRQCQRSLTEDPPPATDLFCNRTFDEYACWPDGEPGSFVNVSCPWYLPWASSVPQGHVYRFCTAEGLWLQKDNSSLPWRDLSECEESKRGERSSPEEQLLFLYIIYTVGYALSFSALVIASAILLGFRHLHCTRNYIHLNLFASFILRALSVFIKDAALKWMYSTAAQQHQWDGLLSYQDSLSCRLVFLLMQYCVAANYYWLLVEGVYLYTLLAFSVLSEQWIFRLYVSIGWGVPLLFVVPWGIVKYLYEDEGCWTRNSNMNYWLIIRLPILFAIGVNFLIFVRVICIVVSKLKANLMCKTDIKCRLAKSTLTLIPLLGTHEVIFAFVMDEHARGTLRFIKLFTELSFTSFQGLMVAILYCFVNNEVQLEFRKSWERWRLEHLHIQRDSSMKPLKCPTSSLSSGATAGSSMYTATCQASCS
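Assay principle: reduced luminescence from a cAMP-responsive reporter in HEK293 cells co-expressing a constitutively active GLP-1R. Conditions: 24 hr compound incubation, 37 deg C, 5% CO2.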
SW480 rerep = induces DNA re-replication in SW480 colon adenocarcinoma cells; SW480 DNA re-replication, Hoechst DNA content imaging, 48 h; Potency, µM (top dose mostly 46.1 µM), inactives show at the highest dose re-replication activation, usual class: activators; 340,000 tested, 1.8% active; AID 624297; also: % of control where 0% means no effect; nearly all actives have a fitted effect of over 55% in size
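Per well, 250 cells were exposed to pinned compound for 48 hr. Nuclear DNA was visualised with Hoechst (40 min, 37 C) and total object intensity recorded by fluorescence scanning.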
GLP1R ag = GLP-1 receptor (human) agonism | HEK293 GLP-1R CRE-luciferase, luminescence, 4-6 h; cells express a hypersensitive GLP-1R form | Potency, µM (highest dose often 45.6 µM), for inactives: top-dose activation, most hits filed as activators | 380,000 tested, 0.007% active | AID 624172; also: % of control where 0% means no effect
HT1080 IDH1KD tx = kills HT-1080 cells with IDH1 knockdown; HT-1080 IDH1 knockdown viability, ATP luminescence, 48 h; Potency, µM (top dose mostly 46.1 µM), without a hit: top-dose activity, negative = toxicity, hits mostly cytotoxic; 360,000 tested, 2% active;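 also: 0% = DMSO wells and -100% = cell-free medium wells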
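After a 2 h attachment period, IDH1KD HT-1080 cells took pin-transferred compound for 48 h at 37 °C; ATP-based luminescence after 10 min room-temperature reagent incubation reported viability.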
HT1080NT lethal = kills 2HG-producing HT-1080-NT fibrosarcoma cells. HT-1080-NT fibrosarcoma viability, CellTiter-Glo ATP luminescence, 48 h. Potency, µM (highest dose often 46.1 µM), for the others: at the highest dose activity, negative = less viability, usual class: cytotoxic. 360,000 tested, 1.6% active;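 also: NT is the 2HG producing partner of a matched IDH1 knockdown line; 0% = DMSO-treated cells and -100% = media-only wells without cells; nearly all actives have a fitted effect of over 55% in size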
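Viability by CellTiter-Glo luminescence after 48 h compound exposure at 37C of HT-1080-NT cells (750/well, RPMI, 5% FBS). % activity scaled between DMSO wells and medium-only wells, then curve-fitted and categorized by curve class.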
TDP-43 yeast inh = TDP-43 toxicity inhibition in yeast; TDP-43 expressing yeast growth rescue, BacTiter-Glo, 24 h; Potency, µM (top dose mostly 46.1 µM), for inactives: at the highest dose growth rescue (activation), actives largely listed as activators; 410,000 tested, 1.8% active; AID 652104; also: % of control where 0% means no effect; nearly all actives have a fitted effect of over 50% in size
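Readout is BacTiter-Glo luminescence of cell growth, so inhibitors register as activators. TDP-43-expressing yeast at OD600=0.02 in galactose medium, after raffinose pregrowth to mid-log, were incubated with compound for 24 hr at 30 deg C.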
KB-V1 MDR tox = kills drug-selected multidrug resistant KB-V1 cells. 400,000 tested, 3.4% active. Potency, µM (titrated, usually from 46.1 µM), without a hit: at the top dose activity change, negative = cytotoxicity, actives largely listed as cytotoxic. KB-V1 MDR cells viability, CellTiter-Glo, 72 h; also: % is scaled to controls: 0 for no effect and ±100 for the full control effect; nearly all actives have a fitted effect of over 60% in size
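Compound-treated KB-V1 multidrug-resistant cells, 72 h, 37 degrees C; viability by CellTiter-Glo. Fitted qHTS curves give the values.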
KB-3-1 cytotox = KB-3-1 parental cell cytotoxicity | KB-3-1 viability, CellTiter-Glo ATP luminescence, 72 h | Potency, µM (series often up to 46.1 µM), without a hit: at the top dose activity change, negative = cytotoxic, actives largely listed as cytotoxic | 400,000 tested, 1.4% active; also: % is scaled to controls: 0 for no effect and ±100 for the full control effect; nearly all actives have a fitted effect of over 60% in size
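Cytotoxicity in the drug-sensitive parental line KB-3-1 was scored as loss of CellTiter-Glo luminescence following 72 h incubation with compound. Values come from curve fitting of normalized concentration-response data.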
An asterisk follows results filed as active; ? = inconclusive; nt = no result given; [ ] = another dose, or the depositor's remark. Calls follow the shape of the dose curve; as a rule, active = well fitted curve in the direction sought with a large enough effect; inconclusive = small, poorly fitted or top-dose-only effect, or another doubt; inactive = no such curve, though single readings can be large; an effect the other way counts as inactive or inconclusive. Potency is read from the fitted curve at half-maximal effect.

Below each compound – HEK293 tox, GLP-1R inv ag, SW480 rerep, GLP1R ag, HT1080 IDH1KD tx, HT1080NT lethal, TDP-43 yeast inh, KB-V1 MDR tox, KB-3-1 cytotox
> O=C(CCC(=O)c1cccs1)NCCc1ccc(F)cc1
  3%, -13%, 1%, -10%, -7%, -8%, 6%, 4%, 7%
> COC(=O)c1ccc(OCC(O)CN2CCc3cc(OC)c(OC)cc3C2c2ccccc2)cc1 (stereo not given)
  0%, ?, 25%, 20%, 16µM*, ?, -22%, -29%, -11%
> CC1OC(OCC2OC(Oc3c(-c4ccc(O)cc4)oc4cc(O)cc(O)c4c3=O)C(O)C(O)C2O)C(O)C(O)C1O (stereo not given)
  -2%, 17%, -7%, 1%, 3%, 1%, 11%, 0%, 0%
> CC1(C)CC(=O)C(Sc2ccccc2[N+](=O)[O-])=C(O)C1
  3%, -9%, -703%[inhibitor], -10%, -1%, 6%, 12%, -4%, 14%
> Cc1ccc(NC(=O)c2ccccc2NS(=O)(=O)c2ccc(Cl)s2)cc1
  -11%[1.53 µM], ?, ?, -1%, ?, 21µM*, -2%, 7.3µM*, 10µM*
> CCCSc1cc(N2CCCC2)nc(-c2ccccc2)n1
  18%, 0%, -4%, -4%, 9%, 10%, 2%, 13%, 2%
> CCOC(=O)C1(C)CCN1C(=O)c1ccc(Cl)cc1Cl (stereo not given)
  2%, -22%, nt, 10%, 0%, 8%, 23%, 19%, 0%
> N#Cc1nc(COc2cccc(Cl)c2)oc1NCCc1ccccc1
  19%, ?, nt, nt, nt, nt, 17%, 1%, 1%
> O=C(CNS(=O)(=O)c1ccc2ccccc2c1)OCc1nnc(-c2ccccc2)o1
  -4%, 3%, -1%, 0%, 0%, -1%, 3%, 0%, 0%
> COc1ccc(OC)c(-n2c(SC)nnc2-c2c[nH]c3ccccc23)c1
  1%, 9%, -9%, -3%, -6%, -10%, ?, 3%, ?

Pulled by compound from above, 2 records:
Below each compound – HEK293 tox, GLP-1R inv ag, SW480 rerep, GLP1R ag, HT1080 IDH1KD tx, HT1080NT lethal, TDP-43 yeast inh, KB-V1 MDR tox, KB-3-1 cytotox
> O=C(CNS(=O)(=O)c1ccc2ccccc2c1)OCc1nnc(-c2ccccc2)o1
  -4%, 3%, -1%, 0%, 0%, -1%, 3%, 0%, 0%
> CC1(C)CC(=O)C(Sc2ccccc2[N+](=O)[O-])=C(O)C1
  3%, -9%, -703%[inhibitor], -10%, -1%, 6%, 12%, -4%, 14%

Limited to GLP-1R inv ag, GLP1R ag and SW480 rerep, for 6 of the compounds above:
mol | GLP-1R inv ag | GLP1R ag | SW480 rerep
CCCSc1cc(N2CCCC2)nc(-c2ccccc2)n1 | 0% | -4% | -4%
COc1ccc(OC)c(-n2c(SC)nnc2-c2c[nH]c3ccccc23)c1 | 9% | -3% | -9%
O=C(CNS(=O)(=O)c1ccc2ccccc2c1)OCc1nnc(-c2ccccc2)o1 | 3% | 0% | -1%
N#Cc1nc(COc2cccc(Cl)c2)oc1NCCc1ccccc1 | ? | nt | nt
CC1(C)CC(=O)C(Sc2ccccc2[N+](=O)[O-])=C(O)C1 | -9% | -10% | -703%[inhibitor]
Cc1ccc(NC(=O)c2ccccc2NS(=O)(=O)c2ccc(Cl)s2)cc1 | ? | -1% | ?

Carrying on.
Below each compound – HEK293 tox, GLP-1R inv ag, SW480 rerep, GLP1R ag, HT1080 IDH1KD tx, HT1080NT lethal, TDP-43 yeast inh, KB-V1 MDR tox, KB-3-1 cytotox
> CCOC(=O)Cc1csc(NC(=O)CSc2nnc(C)n2C)n1
  -13%, 6%, -20%, -4%, 21%, 16%, -3%, 1%, -2%
> Cc1ccccc1N1C(=O)CN(Cc2sccc2C)C1=S
  2%, 0%, ?, -12%, 1%, 7%, 28%, 3.3µM*, ?
> CCCC1Cc2c(sc3ncnc(N)c23)CO1 (stereo not given)
  -20%, 23%, -5%, 5%, -16%, -7%, -1%, ?, -1%
> Cc1cccc[n+]1CC(=O)Nc1ccc([N+](=O)[O-])cc1Cl
  9%, -7%, 8%, 3%, ?, -5%, -21%, -3%, -12%
> Cc1ccc(-c2nnc(SCC(=O)N(CC(C)C)c3c(N)n(Cc4ccccc4)c(=O)[nH]c3=O)n2N)cc1
  13%, 6%, 1%, -13%, -3%, -3%, 21%, ?, 18%
> NC(=O)C[n+]1cccc2ccccc21
  14%, 0%, 1%, -4%, -5%, -4%, -14%, 6%, 14%
> O=C(NC1CC1)c1cc2ccccc2o1
  ?, 28%, 1%, -4%, -1%, 0%, -4%, 3%, 1%
> COc1ccc(N2C(=O)CC(Nc3cccc([N+](=O)[O-])c3)C2=O)cc1 (stereo not given)
  -10%, 1%, -32%[inhibitor], -3%, 5%, -1%, 13%, 3%, 16%
> CC(/C=C1\SC(=S)N(CC(=O)N2CCN(c3ccccc3)CC2)C1=O)=C\c1ccccc1
  3%, 16%, -1%, 1%, 0%, -1%, 15%, 0%, 4%
> Cc1nc(-c2ccc(NC(=O)C(C)(C)C)cc2)c(-c2ccccc2)o1
  13%, -15%, -6%, 12%, 5%, 3%, 13%, -28%, 2%
> COc1ccc(S(=O)(=O)N2CCN(CC(=O)Nc3cccc(OC)c3)CC2)cc1
  -42%, -11%, -8%, 2%, -5%, -2%, 1%, -3%, -4%
> O=C(CSc1nc(-c2ccccc2)cs1)NCc1ccco1
  2%, -15%, 16%, 1%, -7%, 2%, 0%, ?, -11%
> O=C(Nc1ccccc1)NC1CCN(Cc2nnnn2C2CCCCC2)CC1
  1%, -8%, -1%, -4%, 0%, -1%, 11%, 10%, 7%
> Cc1ccc(S(=O)(=O)Nc2ccc(=O)n(Cc3ccc(Cl)c(Cl)c3)c2)cc1
  -2%, -21%, 2%, -5%, -22%, -25%, -12%, -28%, -10%
> CCC(C)NC(=O)COC(=O)c1oc2ccccc2c1CSc1ccc(Cl)cc1 (stereo not given)
  5%, -6%, 0.92µM*, 0%, -4%, -1%, 2%, -7%, -2%
> S=C(Nc1ccccc1)Nc1ccc(Br)cc1
  -5%, ?, 7%, 0%, 2%, 1%, ?, 0%, -16%
> O=S(=O)(CCNCc1cccs1)c1ccc(Cl)cc1
  -8%, -1%, -9%, 13%, 9%, -8%, -15%[1.82 µM], 1%, 3%
> O=C(NCCc1ccc2c(c1)OCCO2)c1cc(F)cc(F)c1
  -7%[1.53 µM], -20%, 4%, 2%, -19%, -23%, -18%, 12µM*, ?
> Cn1c(=O)c2sccc2n2c(CCCC(=O)NCc3ccc4c(c3)OCO4)nnc12
  15%, 0%, -5%, -16%, 13%, 8%, 20%, -9%, 6%
> CN(c1ccc(OCC(=O)OCC(=O)Nc2ccccc2)cc1)S(=O)(=O)c1ccc(F)cc1
  3%, -13%, 4%, -1%, 3%, -6%, -23%, ?, -2%

(more compounds)
SMILES	HEK293 tox	GLP-1R inv ag	SW480 rerep	GLP1R ag	HT1080 IDH1KD tx	HT1080NT lethal	TDP-43 yeast inh	KB-V1 MDR tox	KB-3-1 cytotox
Cc1nn(-c2ccccc2)c(C)c1C(=O)OCC(=O)Nc1ccc(C(N)=O)cc1	7%	4%	nt	0%	6%	-3%	16%	2%	0%
Cc1ccc(S(=O)(=O)N2CCOCC2)cc1C(=O)OCC(=O)NC1CCS(=O)(=O)C1 (stereo not given)	21%	7%	3%	2%	5%	1%	-1%	0%	25%
Cc1cc(-c2ccc(S(=O)(=O)NCc3ccc(F)cc3)cc2)on1	-1%	16%	?	-1%	-3%	-1%	18%	-9%	-10%
COc1cc(OC)c(CN2CCC(CO)(CCOc3ccccc3)CC2)c(OC)c1	-18%	?	?	17%	?	?	-4%[0.397 µM]	2%	-11%
CCOC(=O)c1c(NC(=S)Nc2ccc(C)cc2)sc2c1CCC2	3%	14%	-5%	-20%	4%	10%	-2%	-4%	-10%
COc1ccc(-c2nc(C(N)=O)c3[nH]c(=O)n(-c4cccc(Cl)c4)c3n2)cc1OC	?	?	-58%[inhibitor]	16%	16µM*	?	19%	7.3µM*	?
O=C(O)c1ccc(CSc2nnc(-c3ccco3)o2)cc1	-15%	10%	-2%	-1%	1%	2%	30%	27%	10%
COc1ccc(NC(=O)c2cnc(N3CCCCC3)c3ccccc23)cc1Cl	-8%	?	nt	nt	nt	nt	21%	-10%	-23%
O=C1C=C(c2cccc3c2oc2ccccc23)C[C@@H](c2ccc(F)cc2)C1	8%	-23%	18%	5%	9%	7%	7%	-2%	-7%
Cc1ccc(Nc2nc(N)nc(CSC(=S)N3CCN(c4ccccc4)CC3)n2)cc1	-3%	-15%	2%	0%	1%	11%	22%	16µM*	8%
Cc1ccc(N(CC(=O)NC2CCCC2)C(=O)c2c(C)noc2C)cc1C	-3%	0%	-7%	-7%	1%	2%	-3%	-4%	-5%
CCOc1ccc2[nH]c(SCC(=O)OC)c([N+](=O)[O-])c2c1	-2%[7.66 µM]	-2%[7.66 µM]	9%	0%	-7%	0%	-15%	2%	3%
COc1cccc(Nc2cc(C)c3ccccc3n2)c1	-5%	-62%	0%	12%	?	-23%	6%	-25%	-4%
C#Cc1ccc(CN2CCCC(C(=O)Nc3ccccc3Oc3cccnc3)C2)cc1 (stereo not given)	-6%	?	-3%	10%	-5%	-4%	-8%	-10%	-6%
COc1ccc(OCc2nnc(SCC(=O)N(C)Cc3ccccc3)n2N)cc1	0%	0%	6%	1%	-2%	-5%	17%	-30%	11%
